# DRD3 antagonist: qHTS of D3 Dopamine Receptor Antagonist: qHTS; D(3) dopamine receptor (Homo sapiens), P35462; D3R cells, DiscoveRx beta-arrestin luminescence, antagonist mode; hits give low values; max response, negative = inhibition, %; 2.5% of 360,000 active; AID 652054, 2013; in the data active = max response below about -50%; inconclusive = no clear call, values can overlap the other calls; also: % is scaled to controls: 0 for no effect and ±100 for the full control effect; mostly tested at two doses, the higher about 12 µM
#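 Cells expressing the human receptor were seeded at 1500 cells/well, incubated overnight at 37 degrees C in 5% CO2, then exposed to library compounds with dopamine controls for 90 minutes at 37 degrees C before luminescent detection.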
# PLK1 PBD block: qHTS for Inhibitors of PLK1-PDB (polo-like kinase 1 - polo-box domain): Primary Screen; Serine/threonine-protein kinase PLK1 (Homo sapiens), P53350; Plk1 PBD binding of FITC phosphopeptide, fluorescence polarization; Potency, µM, for the others: max response, negative = inhibition, usual class: inhibitors; 2.8% of 360,000 active; AID 720504, 2013; also: potency is read from the fitted curve at half-maximal effect; series mostly up to about 57 µM; % is scaled to controls: 0 for no effect and ±100 for the full control effect; nearly all actives have a fitted effect of over 65% in size
# Target sequence (P53350 whole entry, looked up, the tested form may be a part): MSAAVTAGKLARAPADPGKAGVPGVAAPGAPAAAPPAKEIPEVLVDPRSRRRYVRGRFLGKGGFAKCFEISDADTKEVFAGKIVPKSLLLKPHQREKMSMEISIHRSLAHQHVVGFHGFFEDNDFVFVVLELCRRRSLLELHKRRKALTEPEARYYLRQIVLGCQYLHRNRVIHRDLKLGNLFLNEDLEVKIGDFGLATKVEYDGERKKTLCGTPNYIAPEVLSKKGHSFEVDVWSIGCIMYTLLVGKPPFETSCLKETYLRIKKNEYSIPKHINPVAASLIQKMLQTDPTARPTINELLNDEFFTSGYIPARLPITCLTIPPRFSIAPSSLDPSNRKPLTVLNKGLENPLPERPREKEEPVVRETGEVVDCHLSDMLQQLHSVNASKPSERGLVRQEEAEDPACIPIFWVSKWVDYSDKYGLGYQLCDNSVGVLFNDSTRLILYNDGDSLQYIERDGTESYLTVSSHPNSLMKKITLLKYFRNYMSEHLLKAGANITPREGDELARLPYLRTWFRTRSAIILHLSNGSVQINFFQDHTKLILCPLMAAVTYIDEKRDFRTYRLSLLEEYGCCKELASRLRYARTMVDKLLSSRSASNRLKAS
# WRN inhibitor: qHTS for Inhibitors of WRN Helicase; 0.46% of 360,000 active; Bifunctional 3'-5' exonuclease/ATP-dependent helicase WRN (Homo sapiens), Q14191; Potency, µM (highest dose often 114 µM), for inactives: at the top dose activity change, negative = inhibition, most hits filed as inhibitors; WRN helicase unwinding, fluorescent forked duplex, kinetic; also: potency is read from the fitted curve at half-maximal effect; % is scaled to controls: 0 for no effect and ±100 for the full control effect; nearly all actives have a fitted effect of over 55% in size
#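 Kinetic fluorescence helicase assay: unwinding of a quenched forked DNA duplex (100 nM final) with 2 mM ATP final raises red fluorescence (525/598 nm). Compounds sat 15 min at room temperature with 20 nM WRN beforehand.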
# IL-2 act: qHTS of IL-2 Activators; 0.065% of 360,000 active; activation, % (series mostly up to about 46 µM); IL-2 activation reporter assay, cell-based qHTS; stimulated with anti-CD3/CD4/CD28 beads; in transgenic mouse T cells; in the data active = activation above about 50%; inconclusive = mostly about 30% to 49%; also: 0% is about no effect
#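 Readout: EGFP and DsRed signals by fluorescent plate cytometry. Unstimulated transgenic mouse T cells received compound 60 min before antibody-bead stimulation, then incubated 18 h at 37 degrees C.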
# DRD3 agonist: qHTS of D3 Dopamine Receptor Agonist: qHTS. D3R DiscoveRx beta-arrestin cells, luminescence, 90 min. 0.58% of 410,000 active. max activation, %. D(3) dopamine receptor (Homo sapiens), P35462; in the data active = max activation above about 30%; also: 0% is about no effect; mostly tested at two doses, the higher about 12 µM
#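 Agonist mode: compounds and dopamine controls were applied to plated cells for 90 min at 37 degrees C after an overnight attachment at 1500 cells/well. Luminescent read-out followed 30 - 60 minutes at room temperature with DiscoveRx detection reagent.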
# GLP1R ag: qHTS of GLP-1 Receptor Agonists | Glucagon-like peptide 1 receptor (Homo sapiens), P43220 | HEK293 GLP-1R CRE-luciferase, luminescence, 4-6 h; cells express a hypersensitive GLP-1R form | Potency, µM (series often up to 45.6 µM), for the others: at the highest dose activation, actives largely listed as activators | 0.007% of 380,000 active | AID 624172, 2012; also: potency is read from the fitted curve at half-maximal effect; % of control where 0% means no effect
# GLP-1R inv ag: qHTS of GLP-1 Receptor Inverse Agonists (Inhibition Mode); Glucagon-like peptide 1 receptor (Homo sapiens), P43220; HEK293 GLP-1R CRE-luciferase, luminescence, 24 h; GLP-1R form is constitutively active; Potency, µM (titrated, usually from 38.3 µM), without a hit: at the top dose activity change, negative = inhibition, actives largely listed as inhibitors; 1.6% of 410,000 active; also: potency is read from the fitted curve at half-maximal effect; % is scaled to controls: 0 for no effect and ±100 for the full control effect; nearly all actives have a fitted effect of over 55% in size
#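 Assay principle: reduced luminescence from a cAMP-responsive reporter in HEK293 cells co-expressing a constitutively active GLP-1R. Conditions: 24 hr compound incubation, 37 deg C, 5% CO2.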
# PI5P4K alpha inh: qHTS for Inhibitors of phosphatidylinositol 5-phosphate 4-kinase (PI5P4K); Phosphatidylinositol 5-phosphate 4-kinase type-2 alpha (Homo sapiens), P48426; PI5P4Kalpha enzyme, ADP-Glo luminescence, 60 min; hits give low values; max response, %; 1.2% of 330,000 active; AID 652105, 2013; active = max response of -50% or lower; inconclusive = between -30% and -50%; inactive = -30% or higher; also: value at the top dose of about 77 µM; % is scaled to controls: 0 for no effect and ±100 for the full control effect
# Target sequence (P48426 whole entry, looked up): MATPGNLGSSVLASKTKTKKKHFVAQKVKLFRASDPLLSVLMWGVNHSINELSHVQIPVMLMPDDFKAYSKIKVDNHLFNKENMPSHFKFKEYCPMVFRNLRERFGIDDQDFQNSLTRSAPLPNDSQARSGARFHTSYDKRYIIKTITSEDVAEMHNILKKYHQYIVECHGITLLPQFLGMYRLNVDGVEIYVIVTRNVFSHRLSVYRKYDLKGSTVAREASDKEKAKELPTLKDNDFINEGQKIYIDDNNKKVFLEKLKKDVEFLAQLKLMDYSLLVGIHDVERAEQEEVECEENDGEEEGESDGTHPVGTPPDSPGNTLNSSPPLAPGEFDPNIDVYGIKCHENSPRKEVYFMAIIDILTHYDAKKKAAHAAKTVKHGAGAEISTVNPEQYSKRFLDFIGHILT
#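 qHTS, 1536-well: enzyme/substrate mix, compound by pin tool, 5 microM ATP final; RT 60 min; ADP-Glo reagents 1 (45 min) then 2 (30 min); luminescence.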
# HEK293 tox: qHTS of GLP-1 Receptor Inverse Agonists: Cytotox Screen; AID 624418, 2012; HEK293 cAMP-luciferase reporter cells, luminescence, 24 h; Potency, µM (highest dose often 38.3 µM), for inactives: at the highest dose activity change, negative = inhibition, hits mostly inhibitors; 0.13% of 410,000 active;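 also: loss of luciferase light is scored as toxicity; potency is read from the fitted curve at half-maximal effect; % is scaled to controls: 0 for no effect and ±100 for the full control effect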
#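 Here, cytotoxicity is scored as loss of luminescence. The MLSMR collection was tested on cells seeded in medium containing 10% Nu serum, with a 24 hr compound exposure preceded by 12 hours of culture.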
# Numbers without * were called inactive; ? = inconclusive; nt = no result given; & = joins results of further samples; [ ] = another dose, or the depositor's remark. Unless noted, calls follow the shape of the dose curve; as a rule, active = well fitted curve in the direction sought with a large enough effect; inconclusive = small, poorly fitted or top-dose-only effect, or another doubt; inactive = no such curve, though single readings can be large; an effect the other way counts as inactive or inconclusive.
SMILES	DRD3 antagonist	PLK1 PBD block	WRN inhibitor	IL-2 act	DRD3 agonist	GLP1R ag	GLP-1R inv ag	PI5P4K alpha inh	HEK293 tox
CCOC(=O)c1c(NC(=S)N2CCN(C)CC2)sc(C)c1-c1ccccc1	5	-19%	-3%	-1.7	-6	-3%	1.8µM*	14	?
O=C(Nc1nc2c(s1)CCCC2)c1cccnc1	-18	-11%	-9%	2.4	-22	2%	1%	nt	4%
Cc1c(CCC(=O)NC2CC2)c(=O)oc2cc(O)ccc12	11	-13%	7%	0.4	-17	-2%	11%	-10	93%[activator]
CN(CC(=O)Nc1cccc(F)c1)C(=O)C1=COCCO1	0	-4%	8%	0.2	11	6%	33%[activator]	-7	-3%
O=C(O)CNC1=NCCCCC1	-5	-2%	-11%[57.1 µM]	-2.2	1	2%	5%	nt	1%
COc1ccc(NC(=O)CN2C(=O)NC(C)(c3ccc4c(c3)OCCO4)C2=O)cc1S(N)(=O)=O (centres undefined)	6	3%	-9%	1.4	-10	8%	-3%	0	-9%
CC1CN(c2oc(COc3ccc(Cl)cc3Cl)nc2C#N)CC(C)O1 (centres undefined)	-17	0%	0%	-0.9	-4	0%	?	17	-8%
CCOc1ccc(OCCCC(=O)NCCOc2ccccc2OC)cc1	-8	-14%	6%	-1.4	-7	-6%	-8%	0	-8%
COCCn1c(=S)[nH]c2cc(C(=O)N3CCN(c4cccc(Cl)c4)CC3)ccc2c1=O	-7	-11%	0%	-1.5	-8	-4%	-19%	1	-5%
CCNC(=O)C1(C)CCN(C(=O)c2cccc(OC(F)(F)F)c2)C1 (centres undefined)	0	-8%	4%	2.4	-6	7%	11%	5	-3%
Cn1cc(/C=C(\NC(=O)c2ccccc2Cl)C(=O)NCCCN2CCOCC2)c2ccccc21	1	-7%	-20%	-1.8	-14	0%	-28%	-1	-17%
COc1ccccc1NC(=O)CSc1nnc(COc2ccc(Cl)cc2)n1Cc1ccco1	6	-7%	-34%	-2.9	-2	7%	?	-11	10%
CC1(C)CC(=O)NC=C(c2ccccc2)C1	0	1%	4%	0.3	2	-3%	1%	-3	-8%
COc1ccc(OCc2cc(C(=O)NC(C)c3nc(C)cs3)no2)c(Cl)c1 (centres undefined)	21	-3%	-6%	-0.2	2	-5%	?	1	-7%
COc1ccc(CCN=C(N)NS(=O)(=O)c2ccc(F)cc2)cc1OC	-5	-6%	-28%	-2.0	-9	1%	4%	1	-2%
Cc1ccc(SCCCCN2C(=O)NC(C)(C)C2=O)cc1	9	2%	-2%[57.1 µM]	-3.2	7	1%	4%	nt	-10%
CCOc1ccc(-n2c(=O)c3c4c(sc3n(CC(=O)NCC3CCCO3)c2=O)CCCC4)cc1 (centres undefined)	-8	-3%	-3%	1.7	0	-8%	11%	0	5%
CCOCCOC(=O)C1=C(C)NC2=C(C(=O)CC(c3cccs3)C2)C1c1ccsc1 (centres undefined)	-26	-9%	-2%	-1.4	-2	-2%	-26%	nt	2%
O=C(NCc1ccccc1F)C1CCCN1C(=O)NCc1ccccc1 (centres undefined)	10	-4%	-2%	-0.3	4	-11%	-4%	nt	2%
COc1ccc(S(=O)(=O)c2c(O)c3ccc(C(=O)Nc4cccc(F)c4)cc3[nH]c2=O)cc1	3	-11%	-8%	-0.6	-1	-4%	11%	-19	-10%
COc1cc(CNc2ccc3[nH]c(=O)[nH]c3c2)cc(Cl)c1OCC(=O)NC(C)(C)C	-9	?	-22%	-0.8	1	20%	129%[activator]	-25	12%
COc1cccc(Nc2nc(CN)cs2)n1	-25	-7%	-3%	0.1	2	19%	4%	2	1%
CCOC(=O)COn1c(SCC(=O)OCC)nc2ccccc2c1=O	19	-9%	8%	-1.2	-4	12%	-7%	nt	8%
CC(=O)c1ccc(N(CC(=O)Nc2cc(C)on2)S(=O)(=O)c2ccc(C)cc2)cc1	-2	-5%	-34%	-0.6	-7	-3%	-19%	-10	20%
N=c1c2c3c(sc2ncn1N)CCC3	17	6%	6%	0.8	-3	-6%	-10%	-3	2%
CC(=O)c1c(C)oc2ccc(NS(=O)(=O)c3ccccc3)cc12	20	-5%	-24%	-0.2	1	6%	-24%	-1	3%
Cc1[nH]c2ccccc2c1/C=N\NC(=O)c1ccco1	-5	-12%	-3%	-4.4	-8	4%	26%	1	-7%
O=C(CSc1ncnc2sc3c(c12)CCC3)N1CCOCC1	1	-23%	3%[11.6 µM]	-3.9	6	9%	6%	-54*	0%
N#Cc1ccc(-c2ccc(OCC(=O)NCCCN3CCCC3=O)cc2)cc1	-4	-15%	-4%	0.2	-6	-1%	-16%[0.307 µM]	2	-8%[0.307 µM]
CNc1ccc(N=Nc2cccc3ncccc23)cc1	-15	8%	-16%	0.7	-8	-4%	32%[activator]	1	?
COc1ccc(OC)c(S(=O)(=O)N2c3cc(F)ccc3CCC2C)c1 (centres undefined)	-4	-4%	-10%	-2.0	-3	5%	-3%	nt	-15%
O=C(Oc1ccccc1)N1CCN(c2ccccc2F)CC1	?	-7%	-11%	-2.1	-31	6%	?	1	17%
Cc1cccc(N2CCN(C(=O)C3CCC(=O)N(C4CC4)C3)CC2)c1C (centres undefined)	6	7.5µM*	4%	-2.0	8	-2%	-1%	-30	-6%
N#C/C(=C/C=C/c1ccccc1)C(=O)Nc1ccccc1	-16	-3%	-18%	1.4	-25	5%	?	nt	9%
OC(COc1ccc2ccccc2c1Cl)CN1CCOCC1 (centres undefined)	-22	-6%	-1%	-2.7	-3	5%	?	8	-18%
Cc1cc(NC(=O)CCSc2nc(-c3ccco3)cc(C(F)(F)F)n2)n(-c2ccccc2)n1	15	-4%	-3%	0.3	1	1%	?	10	-6%
CCN(CC)S(=O)(=O)c1cccc(C(=O)NCC(c2ccccc2)N(C)C)c1 (centres undefined)	-21	1%	1%	0.4	-9	1%	-8%	-8	0%
CC1(C)Cc2cccc(OCC(=O)Nc3ccc(OCC(N)=O)cc3)c2O1	-8	-10%	1%	-1.9	2	1%	17%	-1	-2%
COc1ccccc1-n1c(-c2ccccc2)c[n+]2c1CCc1ccccc1-2	11&0	0%&-20%	0%&-8%	-0.8&-3.5	-4&5	-3%&-1%	?	7&6	?
O=C(Nc1ccccc1)/C(=C1\CCCN1)[N+](=O)[O-]	2	1%	-3%	-3.0	6	39%	0%	0	7%
OC(COC(c1ccccc1)c1ccccc1)CN1CCCCC1 (centres undefined)	0	-1%	0%	-1.3	-1	5%	?	1	5%
N#C/C(=N\Nc1ccc([N+](=O)[O-])cc1)C(N)=S	-8	-24%	-22%	-3.0	-6	-5%	?	?	-100%
COc1ccc(-c2cc(NC=O)c3ncc(-c4ccc(C(C)=O)cc4)n3c2)cn1	44	0%	-30%	-0.2	7	3%	?	?	-23%
O=C(O)c1cccc(S(=O)(=O)N2CCN(Cc3ccc4c(c3)OCO4)CC2)c1	0	-11%	5%	0.5	-1	2%	15%	-6	-3%
O=C(C1CCN(S(=O)(=O)c2cccs2)CC1)N1CCN(c2ccccc2O)CC1	16	-3%	-1%	1.2	19	17%	67%[activator]	-7	3%
CCn1ncc([N+](=O)[O-])c1C(=O)Nc1c(C)cccc1C	-2	4%	13%	0.0	-2	-4%	16%	-3	3%
O=C(O)CCC(=O)N1CC=C(c2ccccc2)CC1	?	-4%	0%[57.1 µM]	-2.9	-23	-1%	5%	nt	1%
O=C(NC1CCCC1)C(c1cccs1)N(Cc1ccco1)C(=O)c1csnn1 (centres undefined)	3	0%	1%	-1.8	2	-8%	-28%	-5	-17%
Clc1ccc(OCc2nn3c(C4CCCCC4)nnc3s2)cc1	-19	21µM*	-19%[57.1 µM]	3.8	0	-6%	?	-17	14%
O=C(N/N=C/c1cc(Br)c(Br)s1)c1ccncc1	10	-7%	3%	-0.9	-6	-2%	4%[0.307 µM]	-4	-1%[0.307 µM]
COc1cc(C2Nc3ccccc3NC3=C2C(=O)CC(c2ccc(OC)c(OC)c2)C3)ccc1O (centres undefined)	4	-8%	-10%	1.3	0	3%	1%	2	-3%
CC1=NN(C(=O)c2ccc(Br)cc2)C(O)(c2ccccc2)C1 (centres undefined)	-4	-4%	-9%	-1.6	10	9%	1.1µM*	3	-11%
CCCCN(C)C(=O)c1cn(C)c2ccc(S(=O)(=O)N3CCC(C)CC3)cc2c1=O	9	-2%	13%	-1.8	-8&0	0%	-25%&6%	-3	-4%&0%
CCOc1ncccc1C(=O)OCC(=O)Nc1ccc(-c2nc3ccc(C)cc3s2)cc1	-27	-6%	10%	-0.1	-1	-3%	-18%	-3	10%
CC(C)COc1ccc2[nH]c3c(c2c1)CCCC3=O	-20	-7%	-1%	-0.6	-10	10%	23%	2	20%
CCSc1nnc(NC(=O)C2C3C=CC(C3)C2C(=O)O)s1 (centres undefined)	29	-8%	-6%	-0.4	7	2%	7%	nt	-13%
CCCOc1ccccc1/C=C1\SC(N2CCCCC2)=NC1=O	-4	-2%	-11%	-2.9	-24	?	?	-6	-7%

# From PubChem BioAssay
